Source: PubChem
GAA inh – inhibitors of human lysosomal alpha-glucosidase; P10253; purified human GAA, 4-MU-alpha-glucoside fluorescence; Potency, µM (top dose mostly 76.9 µM), inactives show at the highest dose activity change, negative = inhibition, usual class: inhibitors; 200,000 tested, 0.005% active;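 further: plate controls were uninhibited enzyme wells for no effect and no-enzyme background for full effect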
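Endpoint fluorogenic read: 20 min room-temperature reaction of 4 nM human alpha-glucosidase with 400 uM 4-methylumbelliferyl-alpha-D-pyranoside, pH 5.0, quenched with 1M NaOH/1M glycine pH 10. AC50 from Hill modeling.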
TRb SRC2 PPI – inhibitors of human thyroid hormone receptor beta-SRC2 interaction; TRbeta-SRC2 peptide binding, fluorescence polarization; receptor liganded with 1 µM T3; Potency, µM (titrated, usually from 106 µM), for the others: at the highest dose activity change, negative = inhibition, hits mostly inhibitors; 280,000 tested, 0.065% active; AID 1469;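 further: plate controls were bound peptide for no effect and peptide without receptor for full effect; nearly all actives have a fitted effect of over 50% in size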
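TRb LBD 0.6 uM + Texas Red SRC2 peptide 20 nM, 1 uM T3, Tris buffer w/ 5% DMSO; compound pinned, 5 h RT; FP read ex 555/em 632; normalized to unbound and bound controls.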
L3MBTL1 block – L3MBTL1 (human) inhibition | 230,000 tested, 0.66% active | Q9Y468 | AlphaScreen L3MBTL1–H3K9me1 peptide binding | Potency, µM (titrated, usually from 57.1 µM), inactives show at the top dose activity, negative = inhibition, actives largely listed as inhibitors; further: nearly all actives have a fitted effect of over 60% in size
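L3MBTL1 (50 nM) pre-complexed 30 min with biotinylated H3(1-15)K9me1 peptide (75 nM), then compounds added for 30 min at room temperature; AlphaScreen streptavidin donor/nickel chelate acceptor beads (10 ug/mL final) read after 30 min dark incubation.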
TexasRed fluor – counter-screen for TRb-SRC2 inhibitors: fluorescence interference; 280,000 tested, 0.29% active; TRb/SRC2 Texas Red total fluorescence interference; Potency, µM (doses to about 106 µM), for the others: at the highest dose fluorescence change, negative = quenching; AID 1479; active means well fitted curve in either direction with a large enough effect; inconclusive means small, poorly fitted or top-dose-only effect
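Human TRb ligand-binding domain at 0.6 uM with 20 nM Texas Red SRC2 peptide in Tris buffer containing 1 uM T3 and 5% DMSO, incubated with compound 5 h at ambient temperature. Total fluorescence (555/632 nm) calculated as parallel + 2 × perpendicular.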
GAA spleen mod – inhibits or activates alpha-glucosidase in human spleen homogenate. Potency, µM (highest dose often 79.9 µM), for inactives: at the top dose activity change, negative = inhibition, hits mostly inhibitors. human spleen homogenate, 4-MU-alpha-glucoside fluorescence. 240,000 tested, 0.006% active. AID 2112;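 further: 0% = enzyme with vehicle and -100% = no enzyme basal signal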
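Compounds were titrated against alpha-glucosidase in spleen homogenate at pH 5.0, with 1 mM 4-methylumbelliferyl substrate for 40 min at 37 C. Reactions were quenched with pH 10 NaOH/glycine and fluorescence measured.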
GAA glycogen – inhibitors or activators of human alpha-glucosidase glycogen cleavage; recombinant GAA, glycogen substrate, Amplex Red glucose oxidase fluorescence; Potency, µM (top dose mostly 76.4 µM), for the others: at the top dose activity change, negative = inhibition, most hits filed as inhibitors; 300,000 tested, 0.38% active; P10253;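 further: 0% = full enzyme reaction and -100% = no-enzyme basal signal; the screen sought inhibitors and activators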
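qHTS, 1536-well; enzyme 4 nM final; cpd up to 77 uM; substrate bovine liver glycogen 30 ug; 50 mM citrate/phosphate pH 5.0, 0.01% Tween-20; 37 C, 40 min; Amplex Red detection 45 min RT; Hill fit → AC50.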
GoLoco inh red – blocks human Gai1 binding to RGS12 GoLoco peptide, red readout. Gai1:RGS12 GoLoco peptide FP, rhodamine, 10 min. P63096. Potency, µM (series often up to 61.6 µM), inactives show at the top dose activity, negative = inhibition, actives largely listed as inhibitors. 230,000 tested, 0.44% active; active means well fitted inhibition curve with a large enough effect, not every such curve was filed as active; inactive means no such curve, though single readings can be large or run the other way; further: nearly all actives have a fitted effect of over 30% in size; many of its hits are not listed in these tables
Target sequence (P63096 whole entry, looked up): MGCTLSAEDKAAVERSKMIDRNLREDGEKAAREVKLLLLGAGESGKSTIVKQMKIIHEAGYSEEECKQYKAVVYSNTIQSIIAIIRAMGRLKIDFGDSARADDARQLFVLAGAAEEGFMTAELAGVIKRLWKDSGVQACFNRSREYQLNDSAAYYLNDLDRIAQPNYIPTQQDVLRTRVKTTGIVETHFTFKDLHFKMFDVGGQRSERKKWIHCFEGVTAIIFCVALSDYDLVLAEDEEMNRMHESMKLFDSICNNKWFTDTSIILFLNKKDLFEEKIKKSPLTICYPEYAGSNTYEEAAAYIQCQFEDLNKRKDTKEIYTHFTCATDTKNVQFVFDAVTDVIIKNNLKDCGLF
RECQ1 helicase – blocks DNA unwinding by human RECQ1 | 240,000 tested, 0.54% active | P46063 | Potency, µM (series often up to 57.3 µM), for inactives: at the top dose activity, negative = inhibition, most hits filed as inhibitors | RECQ1 DNA unwinding, red fluorescence kinetic read | AID 2549;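 further: plate controls were vehicle for no effect and no enzyme for full effect; nearly all actives have a fitted effect of over 30% in size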
Target sequence (P46063 whole entry, looked up): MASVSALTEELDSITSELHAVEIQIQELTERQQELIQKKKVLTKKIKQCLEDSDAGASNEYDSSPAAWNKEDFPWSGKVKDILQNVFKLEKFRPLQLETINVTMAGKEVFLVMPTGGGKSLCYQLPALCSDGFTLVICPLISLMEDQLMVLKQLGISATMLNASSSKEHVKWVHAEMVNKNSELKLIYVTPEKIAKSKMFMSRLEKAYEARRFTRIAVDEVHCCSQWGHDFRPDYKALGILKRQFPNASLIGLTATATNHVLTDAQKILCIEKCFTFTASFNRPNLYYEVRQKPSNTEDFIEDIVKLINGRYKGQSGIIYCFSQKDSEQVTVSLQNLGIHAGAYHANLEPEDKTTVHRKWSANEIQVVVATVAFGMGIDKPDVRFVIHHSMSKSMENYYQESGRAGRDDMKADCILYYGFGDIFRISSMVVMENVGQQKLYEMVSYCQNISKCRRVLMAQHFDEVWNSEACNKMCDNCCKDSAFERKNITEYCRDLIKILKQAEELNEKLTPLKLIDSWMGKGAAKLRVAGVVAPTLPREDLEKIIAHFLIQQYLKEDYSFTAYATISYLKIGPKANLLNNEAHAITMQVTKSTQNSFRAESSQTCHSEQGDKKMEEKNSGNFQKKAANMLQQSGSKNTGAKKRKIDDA
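50 nM RECQ1T1 preincubated 15 min with compound in Tris pH 8.0 buffer with MgCl2, DTT, Tween-20 and 2.5 ug/ml poly(dI-dC); started with 200 nM TAMRA/BHQ-2 forked duplex and 2 mM ATP. Unwinding read as fluorescence (525/598 nm), two reads 2 h apart.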
* = called active by the depositor; i = inactive; ? = inconclusive; / = no result given; & = joins results of further samples; [ ] = remark or other dose. Unless noted, the call rests on the fitted dose curve; in most records, active means well fitted curve in the direction sought with a large enough effect; inconclusive means small, poorly fitted or top-dose-only effect, or another doubt; inactive means no such curve, though single readings can be large; an effect the other way counts as inactive or inconclusive. Unless noted, on the % scale 0 is the no-effect control and ±100 the full control effect; potency means the concentration at half of the fitted maximal effect.

SMILES	GAA inh	TRb SRC2 PPI	L3MBTL1 block	TexasRed fluor	GAA spleen mod	GAA glycogen	GoLoco inh red	RECQ1 helicase
COc1ccccc1/C=C/C=N/NC(=O)c1cc(-c2ccco2)[nH]n1	-2%	9%	?	-6%	4%	2%	21%	?
Cc1cccc2cccnc12	/	0%	-5%	0%	7%	/	-3%	-6%
O=C1c2[nH]nc(-c3ccccc3O)c2C(c2ccc(F)cc2)N1Cc1ccco1 (stereo unspecified)	?	-18%	/	2%	-2%	-19%	12%	-2%
COc1ccccc1NC(=O)Cn1c(CCC(=O)O)ccc1-c1ccccc1	0%	0%	/	-1%	8%	3%	2%	1%
COCCSc1nnc(-c2cnccn2)o1	-1%	-1%	6%	1%	2%	-16%	/	i
O=C(C1CCCO1)N1CCN(C(=S)Nc2ccc(Cl)cc2Cl)CC1 (stereo unspecified)	2%	3%	9%	3%	-2%	-1%	-1%	-3%
CCCCCN=c1ccn(Cc2ccccc2)c2ccccc12	/	-7%	/	1%	-5%	/	3%	-3%
CCn1c(SCC(=O)N2CCCc3ccccc32)nc2cccnc21	0%	1%	-5%[11.4 µM]	6%	-1%	3%	23%	-4%
CCCc1nnc(NC(=O)CCC(=O)Nc2ccc(F)cc2)s1	2%	-13%	1%	-3%	-2%	10%	5%	-6%
Cc1sc2ncnc(NCC3(N4CCOCC4)CCCCC3)c2c1C	0%	-5%	/	-7%	-12%	-4%	14%	-2%
CC(=O)c1ccc(OC(=O)N(c2ccccc2)c2ccccc2)cc1	-2%	-2%	/	-1%	-1%	-3%	10%	-8%
CCOC(=O)N1CCC(NC(=O)c2ccc3c(c2)N(Cc2ccc(F)cc2)CCS3)CC1	?	9%	-11%	0%	-6%	-1%	-10%	5%
CC(=O)Nc1ccc(NC(=O)Nc2cc(C)cc(C)c2)cc1	/	3%	6%	-4%	-8%	2%	0%	-5%
O=C(/C(=C/c1ccccc1Cl)c1ccccc1)N1CCOCC1	-26%	-4%	-1%	1%	-5%	-2%	3%	-1%
CCOC(=O)c1cc2cc([N+](=O)[O-])cc(OC)c2oc1=O	-5%	2%	10%	-6%	-6%	-6%	0%	i
CCOc1ccc(S(=O)(=O)N(C)c2ccc(OCC(=O)Nc3nc4ccccc4s3)cc2)cc1	-11%	-6%	-11%	10%	-6%	-3%	-5%	-4%
O=C(c1ccccc1)N(CCO)Cc1cc2cc3c(cc2[nH]c1=O)OCCO3	13%	4%	0%	-1%	1%	6%	4%	i
CC1CCCC(NC(=O)CN2CCN(Cc3ccc(Cl)cc3)C2=O)C1C (stereo unspecified)	0%	-7%	/	-3%	0%	-9%	6%	-4%
O=C(NCc1nc2ccccc2[nH]1)C1=C[C@H](c2ccc(C(F)(F)F)cc2)C[C@H](OCc2ccc(CO)cc2)O1	/	-1%	?	1%	-2%	6%	46%[activator]	-25%
CCc1ccc2c(CC(=O)Nc3nnc(C4CC4)s3)coc2c1	-6%	0%	-7%	0%	0%	4%	18%	-9%
CC1=CC(C)(C)Nc2ccc(C)cc21	6%	-20%	-3%	10%	-7%	-15%	-10%	-6%
c1ccc(-c2nnc(CSc3nncs3)o2)cc1	0%	-4%	1%	0%	-12%	1%	-1%	-16%
Cc1nccn1CCCN1C(=O)OC2(CCCCC2)C1(C)O (stereo unspecified)	5%	-4%	-1%	0%	-3%	5%	1%	-1%
Cn1nnc(NC(=O)c2ccc([N+](=O)[O-])cc2Cl)n1	9%	0%	-13%	1%	14%	3%	13%	i
Cc1ccc(C)c([N+](=O)[O-])c1	/	2%	/	-1%	-3%	/	-8%	-14%
(further entries)
SMILES	GAA inh	TRb SRC2 PPI	L3MBTL1 block	TexasRed fluor	GAA spleen mod	GAA glycogen	GoLoco inh red	RECQ1 helicase
Cc1cccc(N(CC(=O)Nc2ccc(CC#N)cc2)S(C)(=O)=O)c1	3%	-4%	2%	-3%	1%	2%	4%	3%
Cc1cc(NS(=O)(=O)c2ccc(NC(=S)NC(=O)c3ccc(F)cc3Cl)cc2)no1	-14%	3%	1%	2%	-3%	3%	3%	2%
CCC(C)NS(=O)(=O)c1ccc(OCC(=O)Nc2ccc3c(c2)OCCO3)cc1 (stereo unspecified)	5%	-1%	-6%	-3%	-3%	4%	0%	-10%
Cn1c(CN2CCCCC2)nc2cc(NC(=O)c3cccc(Br)c3)ccc21	-4%	-6%&-9%	/	2%&1%	-3%	12%[76.3 µM]	2%	11%
Cc1ccc(C)c(NC(=O)c2ccccc2C(=O)c2ccccc2)c1	-2%	-2%	/	1%	0%	-3%	4%	i
O=C(NC1CCCC1)C1CCC(=O)N1C1CCCC1 (stereo unspecified)	0%	-6%	0%	0%	-1%	12%	0%	-6%
O=C(Nc1cc(C(F)(F)F)ccc1N1CCOCC1)c1cccnc1Cl	-11%	-1%	/	-5%	-7%	-1%	1%	-3%
O=C(NCC1CC1)c1ccc(Nc2nc3ccc(Br)cc3[nH]2)cc1	-3%	-1%	-9%	-3%	-4%	-3%	-37%	i
CC1CCCCN1C(=O)c1cccc(NC(=O)c2ccccc2)c1 (stereo unspecified)	13%	4%	4%	-3%	-1%	8%	3%	3%
O=C(COC(=O)c1ccc(O)cc1)Nc1cccc(S(=O)(=O)N2CCCCC2)c1	/	3%	-22%	-4%	7%	-10%	11%	1%
COc1ccccc1/C=N/NC(=O)c1nnn(-c2nonc2N)c1CSC1=NCCS1	-6%	2%	-7%	0%	6%	-7%	9%	-6%
CCSc1nnc(NC(=O)c2cnccn2)s1	-5%	-11%	12%	-1%	-14%	11%	-29%	i
COC(=O)CSc1nc2ccc(N)cc2s1	-10%[15.4 µM]	2%	-14%	-5%	-1%	-2%	13%	1%
Cc1ccc(C(=O)NCC(=O)OCC(=O)NC2CCCC(C)C2C)s1 (stereo unspecified)	-5%	9%	-21%	0%	3%	-3%	-6%	i
CC1(C)CC2(CCO1)CNC(=O)O2 (stereo unspecified)	4%	-2%	2%	0%	-11%	0%	0%	1%
CCCCCCCCCC(=O)OCC(CO)OC(=O)CCCCCCCCC (stereo unspecified)	/	2%&-4%	/	0%&1%	-3%&-6%	/	5%&-2%	2%
O=C(CCCCn1c(=O)[nH]c2ccsc2c1=O)NCCc1ccccc1	-1%	5%	/	1%	-7%	7%	-9%	-4%
CCOC(=O)N1CCC(Nc2nc(OC)nc(OC)n2)CC1	-9%	7%	/	1%	3%	12%	0%	i
OC(CNCc1ccccc1)Cn1ccc2ccccc21 (stereo unspecified)	7%	0%	-4%	0%	-4%	0%	-17%	-13%
O=C1c2ccccc2C(=O)N1CCCc1c[nH]c2ccccc12	5%	8%	-3%	-3%	-6%	1%	-4%	-7%
O=C(NCc1ccc2c(c1)OCO2)C1CCCN1S(=O)(=O)c1ccc(F)cc1 (stereo unspecified)	/	3%	/	0%	-5%	2%	7%	-8%
COC(=O)CNC(=O)CSc1nnc(C)c(=O)[nH]1	-3%	?	40%[activator]	-84%[53 µM]	-2%	7%	-3%	-15%
COc1cc(OC)c(C2N(c3ccc(Cl)cc3)C(=O)C3CCCN32)cc1OC (stereo unspecified)	1%[15.4 µM]	3%	-2%	2%	3%	-2%	17%	-5%
O=C(/C=N/O)Nc1ccccc1	0%	-5%	3%	-1%	-11%	4%	4%	6%
COC(=O)C1CCN(C(c2ccc(OC)c(OC)c2)c2sc3nc(C)nn3c2O)CC1 (stereo unspecified)	4%	4%	5%	1%	1%	5%	8%	-12%

Single records (already shown). Order of values: GAA inh, TRb SRC2 PPI, L3MBTL1 block, TexasRed fluor, GAA spleen mod, GAA glycogen, GoLoco inh red, RECQ1 helicase
O=C(COC(=O)c1ccc(O)cc1)Nc1cccc(S(=O)(=O)N2CCCCC2)c1 is listed with /, 3%, -22%, -4%, 7%, -10%, 11%, 1%
CCC(C)NS(=O)(=O)c1ccc(OCC(=O)Nc2ccc3c(c2)OCCO3)cc1 (stereo unspecified) is listed with 5%, -1%, -6%, -3%, -3%, 4%, 0%, -10%
O=C(Nc1cc(C(F)(F)F)ccc1N1CCOCC1)c1cccnc1Cl is listed with -11%, -1%, /, -5%, -7%, -1%, 1%, -3%
O=C(NCc1ccc2c(c1)OCO2)C1CCCN1S(=O)(=O)c1ccc(F)cc1 (stereo unspecified) is listed with /, 3%, /, 0%, -5%, 2%, 7%, -8%
COC(=O)CSc1nc2ccc(N)cc2s1 is listed with -10%[15.4 µM], 2%, -14%, -5%, -1%, -2%, 13%, 1%

More records follow.
SMILES	GAA inh	TRb SRC2 PPI	L3MBTL1 block	TexasRed fluor	GAA spleen mod	GAA glycogen	GoLoco inh red	RECQ1 helicase
Cc1ccc(C)c(N2N=C(C(=O)Nc3ccc(S(=O)(=O)N4CCCC4)cc3)CCC2=O)c1	/	7%	/	1%	3%	-3%	7%	i
Cc1ccc(C(=O)N/C(=C\c2ccccc2)C(=O)NCc2cccnc2)cc1	7%	-6%	-4%	0%	-2%	4%	0%	i
Cc1ccc(C)c(NC(=O)CCc2ccc(S(=O)(=O)NC3CCCCC3)cc2)c1	-4%	0%	/	-4%	-3%	-3%	3%	-12%
NS(=O)(=O)c1ccc(NC(=S)NC(=O)c2ccc3c(c2)OCO3)cc1	2%	2%	9%	1%	2%	5%	0%	-3%
CN1CCN(S(=O)(=O)c2ccc(NC(=O)COc3ccccc3)cc2)CC1	-8%	3%	/	4%	6%	5%	-2%	-4%
O=[N+]([O-])c1ccc(N/N=C2\CC3CC=CC23)cc1 (stereo unspecified)	-12%	-1%	/	-2%	-8%	-13%	8%	-16%
CCCCC1CCC(C(=O)Nc2ccc(S(=O)(=O)Nc3nccs3)cc2)CC1 (stereo unspecified)	-4%	-1%	/	2%	0%	-10%	8%	i
Cc1ccn2c(C(=O)N/N=C\c3cccs3)c(C)nc2c1	-4%	-4%	-9%	-6%	1%	3%	16%	0%
O=C(NCCN1CCCCCC1)C1CC(=O)N(CCc2ccccc2)C1 (stereo unspecified)	-11%	6%	?	-3%	1%	13%	6%	3%
COc1ccc(OCC(=O)NN2Cc3ccccc3C2=N)cc1	2%	-2%	/	0%	-2%	7%	4%	i

This is a subset, so the mix of outcomes need not match the whole.
